KLK7 zymogen act = activators of human kallikrein-7 zymogen | purified proKLK7, EDANS-DABCYL substrate fluorescence; 100% is mature enzyme control, 0% vehicle | activation, % at 7 µM | actives 0.9% (n = 370,000) | AID 652039 | P49862;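 active means activation above the mean of all tested compounds plus 3 SD, computed per campaign excluding outliers beyond control limits, cut at about 13% in these data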
Target sequence (P49862 whole entry, looked up): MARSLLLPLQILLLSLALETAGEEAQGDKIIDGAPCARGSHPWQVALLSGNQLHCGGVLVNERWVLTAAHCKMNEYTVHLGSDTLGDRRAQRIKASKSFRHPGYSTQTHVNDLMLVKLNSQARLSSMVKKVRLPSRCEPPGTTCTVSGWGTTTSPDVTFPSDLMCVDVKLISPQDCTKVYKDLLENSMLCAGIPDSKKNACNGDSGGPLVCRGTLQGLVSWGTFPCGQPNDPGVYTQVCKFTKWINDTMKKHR
PRMT1 inh = PRMT1 (human) inhibition, primary screen | Q99873 | recombinant PRMT1, activity-based probe fluorescence polarization | inhibition, % at 2.79 µM | actives 1.3% (n = 370,000) | AID 652257;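 active means inhibition above about 21% made by adding two undisclosed values, limit read from the data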
TCR-CD3 inh = human TCR-CD3 binding inhibition; actives 0.37% (n = 360,000); TAMRA-labeled TCR probe fluorescence, biochemical; inhibition, % at 9.4 µM; in the data active means inhibition above about 19%;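 further: recombinant mutant TCR 2C K166C tagged with TAMRA read by polarization; 0% = receptor in buffer alone and 100% = receptor with positive control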
MBD2 DNA inh = blocks human MBD2 binding to methylated DNA; Q9UBB5; TR-FRET, MBD2 binding to methylated oligonucleotide; inhibition, % at 4.4 µM; actives 0.31% (n = 370,000); in the data active means inhibition above about 13%
Tn6 DDE FP = DD(E)-Tn6 binding inhibition, primary FP screen | AID 720509 | actives 0.21% (n = 370,000) | Fibrin DD(E) TRITC-Tn6 fluorescence polarization displacement | inhibition, % at 8.3 µM | P02675;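 active means inhibition above a per-campaign cutoff: mean of compounds within control limits plus 3 SD, cut at about 15% in these data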;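 further: 0% = median of all compound wells on the plate and 100% = blocking peptide control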
Target sequence (P02675 whole entry, looked up): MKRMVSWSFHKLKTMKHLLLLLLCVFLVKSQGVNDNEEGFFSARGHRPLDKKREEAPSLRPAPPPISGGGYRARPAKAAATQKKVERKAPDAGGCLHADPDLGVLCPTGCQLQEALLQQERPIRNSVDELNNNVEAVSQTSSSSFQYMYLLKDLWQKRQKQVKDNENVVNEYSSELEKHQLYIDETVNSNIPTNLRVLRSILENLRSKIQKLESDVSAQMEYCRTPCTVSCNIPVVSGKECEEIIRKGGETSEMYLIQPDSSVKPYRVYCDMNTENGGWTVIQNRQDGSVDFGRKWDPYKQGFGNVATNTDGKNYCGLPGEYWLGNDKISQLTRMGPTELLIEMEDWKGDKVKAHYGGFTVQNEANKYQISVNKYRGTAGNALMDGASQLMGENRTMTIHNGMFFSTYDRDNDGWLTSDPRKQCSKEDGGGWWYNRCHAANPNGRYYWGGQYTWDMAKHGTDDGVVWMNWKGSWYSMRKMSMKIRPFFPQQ
UHRF1 binding = UHRF1 methyl-DNA binding inhibition. Q96T88. UHRF1 binding to methylated oligo, TR-FRET. inhibition, % at 4.4 µM. actives 0.75% (n = 370,000). AID 687016; in the data active means inhibition above about 21%;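 further: UHRF1 SRA domain binding a hemimethylated CpG hairpin DNA probe; 0% = median of test compound wells and 100% = reference inhibitor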
LEDGF integ inh = blocks HIV-1 LEDGF/p75-dependent DNA integration; TR-FRET IN-LEDGF/p75 DNA integration, Eu/Cy5; inhibition, % at 3.7 µM; actives 0.64% (n = 370,000); AID 743269;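 active means inhibition above the screen-wide mean plus 3 SD, cut at about 13% in these data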;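 further: signal is the Cy5 over europium emission ratio at 671 and 618 nm; 0% = plate median of compound wells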
SIAE inh = human SIAE inhibition, primary screen | Q9HAT2 | SIAE FP-Rh probe binding, fluorescence polarization | inhibition, % at 9.66 µM | actives 0.69% (n = 370,000);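 active means inhibition above a cutoff: mean of compounds within the control limits plus 3 SD of those, cut at about 17% in these data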;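 further: 0% = plate median of compound wells and 100% = probe without SIAE protein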
Tn7 DDE FP = DD(E)-Tn7 binding inhibition, primary FP screen; P02675; FP displacement of FITC-Tn7 peptide from fibrin DD(E); 0% = median of compound wells per plate; inhibition, % at 8.3 µM; actives 0.13% (n = 370,000); AID 720508;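 active means inhibition above the mean of compounds falling within the control limits plus 3 SD of them, cut at about 14% in these data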;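 further: 0% = plate median of compound wells and 100% = 10 µM Aha-Tn7 peptide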
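Assay system: human fibrin DD(E) protein / Input: 2 µM fibrin DD(E) / Benchmarks: high control of 10 µM Aha-Tn7 peptide / Measured by: fluorescence polarization of the labelled Tn7 tracer / Medium: Tris buffer with calcium and detergent, pH 7.8 / Timing: 10 min compound pre-incubation, 3 h probe incubation at room temperature / Repeats: one replicate per compound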
TDP2 absorb = blocks human TDP2 phosphodiesterase activity. recombinant TDP2, T5PNP hydrolysis, p-nitrophenol absorbance 415 nm. inhibition, % at 12.8 µM. actives 0.34% (n = 370,000). AID 720702;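 active means inhibition above the mean of all tested compounds plus 3 SD, set per campaign, cut at about 25% in these data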;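 further: 0% = DMSO with enzyme and 100% = buffer with substrate but no TDP2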
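Assay system: recombinant human TDP2 / Reagent: T5PNP substrate at 5 mM, a TopII-DNA adduct mimic / Measured by: epi absorbance from released p-nitrophenol / Evaluation: % inhibition relative to enzyme-containing and enzyme-free wells / Control set: enzyme-free and DMSO wells / Replicates: each compound tested once, singlicate / Schedule: enzyme reaction with compound for 2 h at 37 °C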
Active calls of the source: *; / = not tested or not shown.

A first look (seven entries):
SMILES	KLK7 zymogen act	PRMT1 inh	TCR-CD3 inh	MBD2 DNA inh	Tn6 DDE FP	UHRF1 binding	LEDGF integ inh	SIAE inh	Tn7 DDE FP	TDP2 absorb
COc1cccc(C(C(=O)NC(C)(C)C)N(CCC(C)C)C(=O)CCC(=O)Nc2cc(C)on2)c1OC (centres undefined)	-0.1	1	6	-1	1	-2	-1	4	-2	-9
C=CCN1C(=O)/C(=C/c2ccsc2)SC1=S	0.2	-1	-2	-1	0	-1	4	-3	-7	0
COc1ccc(CNC(=O)C(C)N2CCN(c3ccc(C(C)=O)cc3)CC2)cc1 (centres undefined)	0.5	0	-1	3	7	11	3	4	0	-9
COc1ccc(NC(=O)C2CCC(=O)N2)cc1 (centres undefined)	0.0	0	1	1	1	0	2	3	6	0
NC(=O)CSc1nnc(COc2ccccc2)n1N	0.2	-2	8	-3	4	3	-1	0	2	-4
COc1ccccc1C(=O)NC(=O)COC(=O)c1ccc(Cl)nc1	-0.7	3	-5	0	3	-1	1	0	-5	3
O=C(CCCOc1ccc(Cl)cc1)NC1CCCCC1	-0.5	5	-8	-3	0	4	0	-1	0	-8

The listing, previewed entries included:
SMILES	KLK7 zymogen act	PRMT1 inh	TCR-CD3 inh	MBD2 DNA inh	Tn6 DDE FP	UHRF1 binding	LEDGF integ inh	SIAE inh	Tn7 DDE FP	TDP2 absorb
COc1cccc(C(C(=O)NC(C)(C)C)N(CCC(C)C)C(=O)CCC(=O)Nc2cc(C)on2)c1OC (centres undefined)	-0.1	1	6	-1	1	-2	-1	4	-2	-9
C=CCN1C(=O)/C(=C/c2ccsc2)SC1=S	0.2	-1	-2	-1	0	-1	4	-3	-7	0
COc1ccc(CNC(=O)C(C)N2CCN(c3ccc(C(C)=O)cc3)CC2)cc1 (centres undefined)	0.5	0	-1	3	7	11	3	4	0	-9
COc1ccc(NC(=O)C2CCC(=O)N2)cc1 (centres undefined)	0.0	0	1	1	1	0	2	3	6	0
NC(=O)CSc1nnc(COc2ccccc2)n1N	0.2	-2	8	-3	4	3	-1	0	2	-4
COc1ccccc1C(=O)NC(=O)COC(=O)c1ccc(Cl)nc1	-0.7	3	-5	0	3	-1	1	0	-5	3
O=C(CCCOc1ccc(Cl)cc1)NC1CCCCC1	-0.5	5	-8	-3	0	4	0	-1	0	-8
CN(C(=O)COc1cc(C(F)(F)F)nn1C)c1ccccc1	0.2	-1	2	1	-12	-1	-3	-3	1	13
O=c1ccc2cc(S(=O)(=O)N3CCN(c4ccccc4F)CC3)ccc2o1	0.1	5	-5	5	0	2	-4	0	2	-4
Cc1ccc(S(=O)(=O)N2CCN(C(=O)C(C)Cn3nc(C)c(C)c3C)CC2)cc1 (centres undefined)	0.6	-4	-5	-2	1	4	-3	-2	-7	-9
Cc1c(NC(=O)c2cc(CC(C)C)on2)c(=O)n(-c2ccccc2)n1C	-0.7	6	-6	8	-8	7	3	-2	-1	1
CC(C)[C@H](NC(=O)c1c(F)cccc1F)C(=O)N1CCN(c2ccc(F)cc2)CC1	0.4	7	-13	3	-10	7	1	-4	-1	-10
O=C(c1cnn2cccnc12)N1CCN(c2ccccc2)CC1	0.8	-1	5	2	-4	-2	-5	9	6	7
O=C1CCN(Cc2ccc(Br)cc2)CCN1CCO	0.3	0	-2	-4	7	-3	-2	0	8	-5
Cc1ccc(SCCC(=O)OCC(=O)Nc2ccc(C(N)=O)cc2)cc1	-0.1	-2	2	3	2	-1	1	3	-2	7
CCC(C)c1ccccc1O (centres undefined)	-0.8	-5	8	0	-5	0	1	0	10	12
Cc1cc(C)nc(N2CCCC(C(=O)Nc3nnc(C(C)(C)C)s3)C2)n1 (centres undefined)	-0.4	2	-6	1	4	1	0	0	3	-4
COc1ccc(N2CCN(C(=O)COc3ccc4c(C)cc(=O)oc4c3)CC2)cc1	-1.1	-4	4	4	2	10	-4	1	5	3
Cc1ccc(-c2oc3ccccc3c(=O)c2O)cc1	1.2	-2	6	4	-1	-2	5	5	-8	-1
COc1ccccc1Nc1nc(-c2cccc([N+](=O)[O-])c2)cs1	0.1	-3	-4	2	3	6	1	3	4	-4
O=C(Cc1ccccc1)NC1CCN(Cc2ccccc2)CC1	-0.3	3	-3	4	-5	0	-1	-9	8	0
O=C(Nc1ncc2c(n1)CC(c1ccc(Cl)cc1)CC2=O)c1ccco1 (centres undefined)	-0.7	5	-4	10	-3	7	3	3	-1	-6
CNC(=S)N1CCC(Cc2ccccc2)CC1	-0.2	0	6	-4	2	0	1	-3	0	13
c1ccc(-c2csc(NC3CCCCC3)n2)cc1	-0.3	-3	-6	-3	-11	4	1	-4	-8	-18
CSc1nc(=O)n(-c2ccccc2)c(C)c1C(C)=O	-0.2	0	4	1	-2	2	-1	2	1	-6
C=CCNC(=S)Nc1ccc(Br)cc1F	0.2	3	-3	2	-2	5	0	4	-2	-2
CN1CCN(C(CNC(=O)Nc2ccc(Cl)cc2)c2ccc(F)cc2)CC1 (centres undefined)	0.0	-2	-5	2	-4	-2	-5	7	-1	-16
COC(=O)c1cc(NC(=O)CSc2nncn2C)cc(C(=O)OC)c1	0.8	-1	5	-1	-3	-2	-1	2	-7	10
C=CCn1c(SCC(=O)Nc2ccc3c(c2)CCC3)nc2ccccc2c1=O	0.0	-2	-5	-1	-7	5	7	-3	-3	-5
COc1cc(NC(=O)c2ccccc2)c(OC)cc1NC(=O)Cc1cccs1	-0.3	0	2	5	6	5	4	2	6	7
CCCCOc1cc(C)nc(NCc2ccccc2)n1	0.9	-1	0	-4	-1	0	-8	-4	2	-12
Cc1cc(Cl)cc(Br)c1OCCCNCC(C)O (centres undefined)	0.0	3	-7	4	-1	3	-4	2	1	-2
Cc1cccc(-c2nnc(N)s2)c1	0.0	6	-9	5	-5	0	-8	-2	1	-1
Cc1cn([C@H]2C[C@H](O)[C@@H](CCC(=O)NCCCc3ccccc3)O2)c(=O)[nH]c1=O	-0.3	3	3	3	8	0	-2	1	4	-2
Cc1ccc(/C=C2/NC(=O)N(Cc3ccccc3)C2=O)s1	17*	-1	1	-1	10	0	0	-4	-4	4
Cc1ccc(CC(NC(=O)C2CCCCC2)C(=O)O)cc1 (centres undefined)	0.8	-3	4	-2	2	9	5	0	3	8
N#C/C(=C\c1ccncc1)c1nc2ccccc2[nH]1	-3.1	4	-11	1	-4	-1	-2	1	-2	-4
Cc1ccc(S(=O)(=O)N2CC(=NN=C(N)N)C2)cc1	0.3	0	-8	0	1	2	-4	5	7	12
CCOC(=O)c1sc2ncn(C(C)C(=O)OCC)c(=O)c2c1C (centres undefined)	-0.7	0	1	1	2	-1	-3	6	1	8
COc1ccc(-c2nnc(Nc3ccc(S(=O)(=O)Nc4nccs4)cc3)c3ccccc23)cc1	-0.2	6	6	13	2	5	-5	-21	-2	-5
O=C(CCC1CCCC1)Nc1cccn(Cc2ccccc2Br)c1=O	-0.7	-3	2	-5	0	0	-1	-2	5	-2
COc1cccc(CN2CCCC(C(=O)c3ccc4c(c3)OCO4)C2)c1OC (centres undefined)	0.3	-1	-4	2	-7	1	-1	2	-7	-6
Cn1c(N)c(C(=O)COC(=O)C(Cc2ccccc2)NC(=O)c2ccccc2)c(=O)n(C)c1=O (centres undefined)	-0.2	0	-2	4	-5	-5	-2	-3	3	6
Clc1ccc(-c2noc(CSc3nnc(-c4ccncc4)n3-c3ccccc3)n2)cc1	1.0	2	-3	5	-1	0	4	-7	0	-5
COc1ccc(C(=S)N2CCOCC2)cc1OC(=O)c1ccccc1	0.9	4	10	1	10	-1	-1	2	-4	2
Cc1ccccc1C(=O)NNC1=NCCC1	-0.3	-1	2	-7	4	0	1	2	-2	1
O=C(NCc1cccnc1)c1ccc(Cl)c(Cl)c1	0.4	0	0	5	-8	37*	-1	8	1	13
CNc1ccc(OC)cc1-n1cnc(-c2ccc([N+](=O)[O-])cc2)c1	-0.3	1	2	0	-1	-3	0	20*	-1	14
COc1ccc(-c2oc3cccnc3c2C#CC2(O)CCCCC2)cc1	-17	0	6	5	7	17	-2	-16	1	-9
Cc1cc(OCC(=O)N(Cc2ccccc2)C2CCS(=O)(=O)C2)ccc1Cl (centres undefined)	-0.1	8	-7	-2	4	1	-8	4	-2	-12
Next compounds follow.
SMILES	KLK7 zymogen act	PRMT1 inh	TCR-CD3 inh	MBD2 DNA inh	Tn6 DDE FP	UHRF1 binding	LEDGF integ inh	SIAE inh	Tn7 DDE FP	TDP2 absorb
CN(CC(=O)Nc1cc(Cl)ccc1C#N)C1CCS(=O)(=O)C1 (centres undefined)	-0.2	1	7	2	1	-1	0	-4	-4	8
N#CCCN(C(=O)COC(=O)/C=C/c1cccs1)c1ccccc1	-0.3	3	9	4	3	-2	-5	-2	-1	8
COCCN(C(=O)C1=COCCO1)c1c(N)n(CC(C)C)c(=O)[nH]c1=O	-0.3	7	-11	4	3	1	-1	5	8	7
O=S(=O)(Nc1cc(S(=O)(=O)N2CCOCC2)ccc1NCC1CCCO1)c1ccc(F)cc1 (centres undefined)	0.0	-4	2	-4	5	1	2	0	-6	9
O=C(CSc1ccc2nnc(-c3ccccn3)n2n1)Nc1ccc2c(c1)OCCO2	0.1	2	-1	0	3	0	-1	-4	-4	7
O=C1CCc2cc(S(=O)(=O)N3CCN(Cc4cccc5c4OCO5)CC3)ccc2N1	0.3	6	/	-3	3	1	1	1	-3	-3
O=S1(=O)CCC(N=Cc2ccc(-c3ccc(Cl)cc3)o2)C1 (centres undefined)	-0.3	4	-3	-2	-2	0	-6	1	6	3
COc1ccc(CCC(=O)NCc2ccco2)cc1	0.6	0	6	-1	13	-1	1	-7	4	-1
COC(=O)C1=C(C)N(C)C(=NCC2CC2)NC1c1cccc(F)c1 (centres undefined)	-0.4	4	4	5	6	14	-3	6	4	7
COc1ccc(CC(N)c2csc(NC(=O)Nc3ccccc3Cc3ccccc3)n2)cc1 (centres undefined)	-0.5	-2	-5	-3	-3	0	6	-5	-5	-12
Cc1ccc2c(c1)N(CC(=O)NCc1cccnc1)C(=O)CO2	0.0	-1	1	2	-3	-2	2	9	-7	2
O=C(Nc1ccc(NS(=O)(=O)c2ccccc2)cc1)c1ccccc1	-0.3	-1	2	0	-6	-1	2	-4	-1	8
CCCn1c(Nc2ccc(Cl)cc2)nc2ccccc21	-0.3	0	7	1	-3	-1	-3	7	6	-2
O=C(O)c1ccccc1NC(=O)N1CCOCC1	-0.1	-3	7	3	-5	0	3	9	-4	-1
O=C(O)CC(=O)Nc1ccccc1C(=O)O	-0.3	-1	2	4	-5	-3	-1	6	-6	8

Screening data (PubChem BioAssay)
